Bioassay records deposited in PubChem BioAssay by several laboratories.
RGS4 act – potentiators or activators of RGS4. B-score at 10 µM. AID 463111. HEK293 M3R/inducible RGS4, carbachol calcium flux Fluo4; stronger effect = lower value. actives 0.92% (n = 310,000);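 active = B-score of the integrated calcium signal more than 4 SD below the library mean, with starting fluorescence not abnormally high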;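 note: negative B-score means reduced calcium response which marks RGS4 activation or potentiation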
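Material: M3R-expressing HEK293 line, RGS4 induced by doxycycline | Schedule: Overnight RGS4 induction, 30 min dye load 37 °C, 20 min compound RT | Measured by: Fluo4 fluorescence kinetic imaging of calcium | Read-out: Integrated calcium ratio converted to B score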
TRPC6 inh – inhibitors of mouse TRPC6 channel; HEK293-TRPC6, membrane potential dye, ACh-evoked depolarization; stronger effect = lower value; B-score at 10 µM; actives 1.1% (n = 310,000);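 active = B-score under library mean minus 3 SD, initial fluorescence not abnormally high, positive integrated signal ratio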;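 note: B-score derived from integrated fluorescence ratio over the kinetic read; more negative B-score means stronger inhibition of depolarization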
SKKanGAS inh – blocks kanamycin growth of S. pyogenes SKKanGAS strain; actives 1.3% (n = 300,000); inhibition, % at 7.5 µM; AID 1662; BacTiter-Glo, 6 h;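 active = mean replicate score, as percent of positive control median, at least 50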;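 note: strain carries kanamycin resistance gene driven by streptokinase promoter and grows in 40 µg/ml kanamycin; loss of luminescence reflects streptokinase promoter inhibition or plain growth inhibition; 0% = median of DMSO wells and 100% = positive control at its reference dose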
MrgX1 antag – antagonists of human MrgX1 receptor. AID 588676. MRGX1-HEK293 calcium flux, Fluo-4, BAM8-22 antagonism; stronger effect = lower value. actives 1.3% (n = 310,000). B-score at 10 µM. Q96LB2;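 active = calcium-response B-score plate-corrected more than 3 library SD below zero, starting fluorescence within 5 deviations, no agonist response on first addition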;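 note: peak minus trough fluorescence over baseline after final BAM8-22 challenge near maximal dose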
HIF act – HIF pathway transcriptional activation; U2OS HRE-luciferase reporter, luminescence; normalized: DMSO 0%, desferrioxamine 100%; activation, % at 7.5 µM (by protocol); actives 0.32% (n = 300,000); AID 1910;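 active = mean activation of at least 10% of the iron chelator positive control signal, with at least half of replicates also reaching 10%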
Platelet DG rel – platelet dense granule release activity; human platelet-rich plasma, SFLLRN dense granule ATP release, luminescence; inhibition, %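 (compounds screened at 7.5 µM in platelet-rich plasma)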; actives 0.22% (n = 300,000);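 active = mean replicate score, as percent of positive control, at or above 50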
MrgX1 allo act – allosterically activates human MrgX1 receptor signaling | MrgX1-HEK293, Fluo-4 calcium flux, FDSS; stronger effect = higher value | B-score at 10 µM | actives 0.63% (n = 310,000);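 active = plate-corrected calcium response at least 3 library SD above typical, normal starting fluorescence, not activating the receptor alone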;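 note: compound read alongside a low EC10 to EC30 dose of BAM8-22 agonist; peak minus trough fluorescence over baseline measured at the second addition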
TRPC6 act – activates the mouse TRPC6 cation channel; actives 0.13% (n = 310,000); Q61143; B-score at 10 µM; HEK293-TRPC6 membrane potential dye fluorescence; stronger effect = higher value;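 active = B-score of the integrated fluorescence ratio above library mean plus 3 SD, and starting fluorescence ratio within library mean plus 5 SD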;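 note: higher score means more depolarization so channel activation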
RGS4 block – inhibitors of human RGS4 | P49798 | HEK293 M3R/RGS4 inducible, Fluo-4 calcium flux; stronger effect = higher value; triggered by carbachol at its EC20 | B-score at 10 µM | actives 0.45% (n = 310,000) | AID 463165;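 active = B-score, a plate-corrected calcium signal, over three deviations above library mean, with baseline fluorescence within five deviations of library mean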;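 note: RGS4 expression induced by doxycycline in cells with stable M3 receptor; B-score is computed from the integrated fluorescence ratio over baseline after carbachol; higher B-score means a larger calcium signal and so more RGS4 inhibition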
TRPC4 inh – inhibitors of mouse TRPC4 channel; actives 0.39% (n = 300,000); HEK293 TRPC4beta/mu-opioid, DAMGO-evoked Fluo4 calcium flux; stronger effect = lower value; Q9QUQ5; B-score at 10 µM;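 active = B-score over 3 SD under the library average, no early fluorescence shift, positive overall ratio signal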
Target sequence (Q9QUQ5 whole entry, looked up): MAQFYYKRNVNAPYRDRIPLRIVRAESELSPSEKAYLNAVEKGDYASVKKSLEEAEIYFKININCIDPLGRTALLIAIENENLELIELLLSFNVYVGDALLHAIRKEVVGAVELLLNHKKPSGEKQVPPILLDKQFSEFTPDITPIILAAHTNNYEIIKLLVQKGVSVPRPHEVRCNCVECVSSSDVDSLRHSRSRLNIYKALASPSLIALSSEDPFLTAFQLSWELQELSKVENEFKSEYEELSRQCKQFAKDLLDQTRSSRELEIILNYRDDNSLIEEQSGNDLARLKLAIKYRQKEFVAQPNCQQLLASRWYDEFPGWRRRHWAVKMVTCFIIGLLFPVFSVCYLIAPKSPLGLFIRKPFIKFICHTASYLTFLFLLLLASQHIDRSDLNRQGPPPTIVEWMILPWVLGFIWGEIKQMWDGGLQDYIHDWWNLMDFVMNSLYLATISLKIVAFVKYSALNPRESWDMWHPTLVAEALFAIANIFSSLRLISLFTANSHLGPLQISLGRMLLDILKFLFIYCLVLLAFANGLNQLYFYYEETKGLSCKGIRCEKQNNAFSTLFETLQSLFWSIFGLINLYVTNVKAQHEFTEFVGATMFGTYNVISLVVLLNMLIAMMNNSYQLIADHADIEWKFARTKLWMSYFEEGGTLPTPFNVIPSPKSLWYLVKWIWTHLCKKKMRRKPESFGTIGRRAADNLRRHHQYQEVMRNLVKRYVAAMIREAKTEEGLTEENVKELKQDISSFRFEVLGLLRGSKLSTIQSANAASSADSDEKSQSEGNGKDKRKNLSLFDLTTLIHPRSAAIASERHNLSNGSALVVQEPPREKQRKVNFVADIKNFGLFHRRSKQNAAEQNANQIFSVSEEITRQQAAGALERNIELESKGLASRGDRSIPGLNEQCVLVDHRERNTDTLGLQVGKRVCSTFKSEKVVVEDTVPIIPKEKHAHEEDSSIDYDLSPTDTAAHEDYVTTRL
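Material: HEK293 cells with stable TRPC4beta plus mu-opioid receptor expression; probe or stimulus: DAMGO in two steps, submaximal then maximal; technique: Fluo4 calcium fluorescence by kinetic imaging, 5 s 1 Hz baseline; measure: integrated fluorescence ratio relative to baseline, converted to per-well B score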
MrgX1 ag – human MrgX1 receptor agonism, primary screen; actives 0.44% (n = 310,000); B-score at 10 µM; AID 588627; Q96LB2; MrgX1-HEK293 cells, Fluo-4 calcium fluorescence, agonist mode; stronger effect = higher value;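 active = calcium response B-score plate-corrected fluorescence ratio at least 3 library SD, with starting fluorescence B-score inside 5 SD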
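Material: HEK293 cells stably expressing human MrgX1 receptor | Quantity: 15,000 cells per well | Times: Cells plated overnight, dye loaded 0.5 h 37 °C, 0.5 h room temperature | Measured by: Kinetic Fluo-4 NW fluorescence of intracellular calcium | Control set: Positive and negative controls per plate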
Numbers without * were called inactive; i = inactive; . = no result given.

SMILES	RGS4 act	TRPC6 inh	SKKanGAS inh	MrgX1 antag	HIF act	Platelet DG rel	MrgX1 allo act	TRPC6 act	RGS4 block	TRPC4 inh	MrgX1 ag
CCCCn1c(N)c(N(CC(C)C)C(=O)C2CCN(S(=O)(=O)c3ccccc3)CC2)c(=O)[nH]c1=O	i	i	-5	i	0.3	-5	i	i	i	i	i
O=C(Nc1ccc(NC(=O)c2cccnc2)cc1)c1ccccc1	i	i	-4	i	1.0	3	i	i	i	i	i
Cc1cc(OCCCCCN2CCCC2)ccc1Cl	-9.5*	i	17	i	0.6	-7	i	i	i	i	i
Cc1cc(C)nc(NC2=NCCN2C(=O)NC2CCCCC2)n1	i	i	7	i	0.4	7	i	i	i	i	i
S=c1[nH]cc(-c2ccccc2)n1-c1cccc(Cl)c1	i	i	-9	i	0.6	2	i	i	i	i	i
CCOc1ccccc1OCCCC(=O)N1CCN(S(=O)(=O)c2cccc(F)c2)CC1	i	i	-8	i	-1.2	-4	i	i	i	i	i
Cc1cccc(N2CCN(c3ccc4cc(S(=O)(=O)N5CCCCC5)ccc4n3)CC2C)c1 (configuration not stated)	i	i	-1	i	-0.2	-3	i	i	i	i	i
Cc1nn(-c2ccccc2)c(C)c1/C=C/C(=O)OCC(=O)Nc1ncc(C(F)(F)F)cc1Cl	i	i	5	i	0.2	9	i	i	i	i	i
COc1ccc(N=Cc2nc(-c3ccccc3)oc2OC(C)=O)cc1	i	i	-3	i	1.6	-5	i	i	i	i	i
Cc1ccc(CSCC(=O)N/N=C/c2sccc2C)cc1	i	i	1	i	-0.3	8	i	i	i	i	i
CCNC(=O)CSc1ncnc2sccc12	i	i	2	i	0.2	7	i	i	i	i	i
O=C(c1ccc(C(F)(F)F)cc1)c1c[nH]c(C(=O)NCCCn2ccnc2)c1	i	i	1	i	-0.8	-5	i	i	i	i	i
COc1ccccc1NS(=O)(=O)c1cc(NC(=O)Nc2ccc(Cl)cc2Cl)ccc1N1CCCCC1	i	i	-2	i	-0.4	-9	i	i	i	i	i
Cc1ccc(S(=O)(=O)CCc2nnc(NC(=O)CCl)s2)cc1C	i	i	-3	i	-0.4	-7	i	i	i	i	i
Cc1ccc(CNCc2cccnc2)cc1	i	i	2	i	0.2	6	i	i	i	i	i
CC(=O)c1ccc(NC(=O)c2noc(C)c2[N+](=O)[O-])cc1	i	i	24	i	0.4	0	i	i	i	i	i
CCOc1ccc(-n2nnc3c(=O)n(CC(=O)Nc4cc(C)on4)cnc32)cc1	i	i	6	i	-0.4	0	i	i	i	i	i
CCc1cc2cc(OC)ccc2nc1SCC(=O)Nc1cc(OC)c(OC)cc1C(=O)O	i	i	15	i	0.9	3	i	i	i	i	i
Cc1c(Nc2c3ccccc3nc3ccccc23)c(=O)n(-c2ccccc2)n1C	i	i	2	i	0.2	1	i	i	i	i	i
N#Cc1c(-n2cccc2C=O)sc2c1CCCC2	i	i	3	i	-0.5	1	i	i	i	i	i
COc1cccc(/C=C2\Sc3ccc(C(=O)NCC4CCCO4)cc3N(C)C2=O)c1 (configuration not stated)	i	i	17	i	1.9	-19	i	i	i	i	i
CC1(C)CC(=O)c2c(O)cc(OCC(=O)N3CCN(c4ccc(F)cc4)CC3)cc2O1	i	i	15	i	-0.2	0	i	i	i	i	i
COc1ccc(C(=O)Nc2ccc(S(=O)(=O)Nc3nccc(C)n3)cc2)cc1	i	i	6	i	0.4	-4	i	i	i	i	i
C=CCn1c(C)cc(C(=O)CSc2nc(N)cc(N)n2)c1C	i	i	0	i	0.4	-9	i	i	i	i	i
COc1ccc(-c2csc(NC(=O)c3ccc(OCC(=O)N4CCOCC4)c(OC)c3)n2)cc1OC	-8.8*	i	19	i	0.3	-2	i	i	i	i	i
Cc1cc(C)cc(NC(=O)CSc2nc(=O)n(CCCN3CCOCC3)c3c2CCCC3)c1	i	i	-3	i	-0.5	-3	i	i	i	i	i
Cn1c(CCNC(=O)c2cc(COc3ccc(F)c(F)c3)on2)nc2ccccc21	i	i	3	i	0.5	5	i	i	i	i	i
CC(C)C[C@H](NC(=O)N1CCn2c1nc1ccccc12)C(=O)NCc1ccco1	i	i	-6	i	-1.0	6	i	i	i	i	i
COc1ccc(C(C)=O)cc1CC(=O)N(Cc1ccccc1)c1ccccc1	i	i	6	i	1.1	-3	i	i	i	i	i
CNCc1ccccc1OCC(=O)Nc1ccccc1OC	i	i	-4	i	0.4	14	i	i	i	i	i
COc1ccc(/C=C2\SC(=S)N(CCCC(=O)Nc3ccc(O)cc3)C2=O)cc1	i	i	0	i	-2.3	2	i	i	i	i	i
CC1CCCCC1NC(=O)CCNS(=O)(=O)c1ccc2c(c1)CCC(=O)N2 (configuration not stated)	i	i	-4	i	-0.5	4	i	i	i	i	i
O=C(Cn1cnc(S(=O)(=O)N2CCOCC2)c1)Nc1ccc(OC(F)(F)F)cc1	i	i	-3	i	0.1	5	i	i	i	i	i
COc1ccc(N(C(=O)c2ccccc2)S(=O)(=O)c2cccs2)cc1	i	i	-1	i	-1.0	3	i	i	i	i	i
CCOC(=O)c1cnc(Nc2nc3ccccc3o2)nc1CSc1nnc(C)s1	i	i	16	-5.3*	1.7	-2	i	i	i	i	i
COc1ccc(N(CCCN2C(=O)c3cccc4cccc(c34)C2=O)C(=O)c2cccc(OC)c2)cc1	i	i	12	i	-1.1	10	i	i	i	i	i
O=C(CSc1ccc(F)cc1)Nc1ccc2c(c1)C(=O)NC2=O	i	i	-1	i	-0.5	-10	i	i	i	i	i
CCC(C)CN1CCC(CO)(Cc2ccccc2Cl)CC1 (configuration not stated)	i	i	-2	i	-0.3	-6	i	i	i	i	i
Cc1ccc(-c2cc(C(=O)N3CCCCCC3)no2)cc1	i	i	-9	i	12*	-12	i	i	i	i	i
COc1cc(OC)cc(C(=O)N(Cc2nc(-c3cccc(C)c3)no2)C(C)C)c1	i	i	-1	.	-0.1	3	.	i	i	i	.
O=C(CCc1ccc(O)cc1)N/N=C/c1coc2ccccc2c1=O	i	i	-14	i	0.3	-5	i	i	i	i	i
CCOC(=O)c1cnc(SCc2cccc(C)c2)nc1N	i	i	0	i	3.0	-2	i	i	i	i	i
COc1cc(/C=N/NC(=O)CCc2c(C)n[nH]c2C)ccc1O	i	i	-7	i	-0.6	4	i	i	i	i	i
CC1CCc2c(cnc3ncnn23)C1 (configuration not stated)	i	i	-1	i	-0.3	-1	i	i	i	i	i
CN(Cc1ccon1)C(=O)CC1C(=O)NCCN1Cc1ccc(Cl)c(F)c1 (configuration not stated)	i	i	-1	i	0.0	7	i	i	i	i	i
O=C1CCc2cc(S(=O)(=O)NCCc3ccc(Cl)cc3)cc3c2N1CC3	i	i	-3	.	2.2	4	.	i	i	i	.
CC(C)(C)c1ccc(C(=O)NC(=S)Nc2sc3c(c2C#N)CCC3)cc1	i	i	5	i	0.0	-4	i	i	i	i	i
O=C(c1ccccc1Cc1ccccc1)N1CCN(S(=O)(=O)c2ccc(F)cc2)CC1	i	i	-12	i	-0.2	1	i	i	i	i	i
CCOc1c(S(=O)(=O)N2CCCC2)ccc(Cl)c1Cl	i	i	2	i	-0.1	0	i	i	i	i	i
O=C1NC(=Nc2ccccc2Cl)S/C1=C\c1ccc(C(=O)O)cc1	i	i	9	i	-1.0	-3	i	i	i	i	i
O=C(/C=C/c1ccccc1)Nc1cc(C(=O)O)cc(C(=O)O)c1	i	i	5	i	0.2	-2	i	i	i	i	i
COc1ccc(/C=N\NC(=O)c2cccc(F)c2)cc1COc1ccccc1	i	i	6	i	0.8	5	i	i	i	i	i
COc1ccccc1CCC(=O)Nc1ccc2c(c1)CN(Cc1ccc(C)o1)CC2	i	i	-6	i	1.7	4	i	i	i	i	i
Cc1ccc(NC(=S)NC(CO)C(O)c2ccc([N+](=O)[O-])cc2)cc1 (configuration not stated)	i	i	-5	i	0.7	13	i	i	i	i	i
CC(C)(C)NC(=O)Cn1cnc2cc([N+](=O)[O-])ccc2c1=O	i	i	1	i	-0.5	1	i	i	i	i	i
COc1ccc(CC(=O)Nc2nc(C)cs2)cc1	i	i	12	i	1.0	-5	i	i	i	i	i
COc1ccc(CNC(=O)C(=O)NCCC2CCCCN2S(=O)(=O)c2ccc(C)cc2)cc1 (configuration not stated)	i	i	-1	i	0.8	2	i	i	i	i	i
CC(=O)C1C(=O)c2c(cccc2[N+](=O)[O-])C1=Nc1cccc(Cl)c1 (configuration not stated)	i	i	1	i	-0.1	-3	i	i	i	i	i
Cc1ccc2nc(/C(C#N)=C\c3ccc([N+](=O)[O-])o3)[nH]c2c1	i	i	89*	i	-0.7	9	i	i	i	i	i
COC(=O)c1ccc(COC(=O)C(CCSC)NC(=O)COc2ccccc2)cc1 (configuration not stated)	i	i	-3	i	-1.6	10	i	i	i	i	i
Cc1cccc(NC(=O)CSc2nc(N)c(NC(=O)c3cccs3)c(=O)[nH]2)c1	i	i	1	i	-0.3	7	i	i	i	i	i
Cc1ccc([N+](=O)[O-])cc1NC(=O)c1cccs1	i	i	-9	i	0.1	-2	i	i	i	i	i

One compound at a time (already shown):
Entry for `O=C(Nc1ccc(NC(=O)c2cccnc2)cc1)c1ccccc1` = RGS4 act: i; TRPC6 inh: i; SKKanGAS inh: -4; MrgX1 antag: i; HIF act: 1.0; Platelet DG rel: 3; MrgX1 allo act: i; TRPC6 act: i; RGS4 block: i; TRPC4 inh: i; MrgX1 ag: i
Entry for `Cc1c(Nc2c3ccccc3nc3ccccc23)c(=O)n(-c2ccccc2)n1C` = RGS4 act: i; TRPC6 inh: i; SKKanGAS inh: 2; MrgX1 antag: i; HIF act: 0.2; Platelet DG rel: 1; MrgX1 allo act: i; TRPC6 act: i; RGS4 block: i; TRPC4 inh: i; MrgX1 ag: i
